Screening data (PubChem BioAssay)
pCIP destab – lowers stability of the mouse p/CIP coactivator protein; F442A p/CIP-EGFP cells, EGFP fluorescence, 16 h; decrease of EGFP signal, % at 10 µM; 290,000 tested, 0.01% active; AID 1984;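 active = EGFP signal decrease of at least 30% at 10 µM or well 3 SD below plate mean, unless failing retest; inactive = the rest, including hits failing retest or dose response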; note: some compounds called inactive have numbers as strong as hits; many of its hits are not listed in these tables
Target sequence (Q05BA5 1-1403): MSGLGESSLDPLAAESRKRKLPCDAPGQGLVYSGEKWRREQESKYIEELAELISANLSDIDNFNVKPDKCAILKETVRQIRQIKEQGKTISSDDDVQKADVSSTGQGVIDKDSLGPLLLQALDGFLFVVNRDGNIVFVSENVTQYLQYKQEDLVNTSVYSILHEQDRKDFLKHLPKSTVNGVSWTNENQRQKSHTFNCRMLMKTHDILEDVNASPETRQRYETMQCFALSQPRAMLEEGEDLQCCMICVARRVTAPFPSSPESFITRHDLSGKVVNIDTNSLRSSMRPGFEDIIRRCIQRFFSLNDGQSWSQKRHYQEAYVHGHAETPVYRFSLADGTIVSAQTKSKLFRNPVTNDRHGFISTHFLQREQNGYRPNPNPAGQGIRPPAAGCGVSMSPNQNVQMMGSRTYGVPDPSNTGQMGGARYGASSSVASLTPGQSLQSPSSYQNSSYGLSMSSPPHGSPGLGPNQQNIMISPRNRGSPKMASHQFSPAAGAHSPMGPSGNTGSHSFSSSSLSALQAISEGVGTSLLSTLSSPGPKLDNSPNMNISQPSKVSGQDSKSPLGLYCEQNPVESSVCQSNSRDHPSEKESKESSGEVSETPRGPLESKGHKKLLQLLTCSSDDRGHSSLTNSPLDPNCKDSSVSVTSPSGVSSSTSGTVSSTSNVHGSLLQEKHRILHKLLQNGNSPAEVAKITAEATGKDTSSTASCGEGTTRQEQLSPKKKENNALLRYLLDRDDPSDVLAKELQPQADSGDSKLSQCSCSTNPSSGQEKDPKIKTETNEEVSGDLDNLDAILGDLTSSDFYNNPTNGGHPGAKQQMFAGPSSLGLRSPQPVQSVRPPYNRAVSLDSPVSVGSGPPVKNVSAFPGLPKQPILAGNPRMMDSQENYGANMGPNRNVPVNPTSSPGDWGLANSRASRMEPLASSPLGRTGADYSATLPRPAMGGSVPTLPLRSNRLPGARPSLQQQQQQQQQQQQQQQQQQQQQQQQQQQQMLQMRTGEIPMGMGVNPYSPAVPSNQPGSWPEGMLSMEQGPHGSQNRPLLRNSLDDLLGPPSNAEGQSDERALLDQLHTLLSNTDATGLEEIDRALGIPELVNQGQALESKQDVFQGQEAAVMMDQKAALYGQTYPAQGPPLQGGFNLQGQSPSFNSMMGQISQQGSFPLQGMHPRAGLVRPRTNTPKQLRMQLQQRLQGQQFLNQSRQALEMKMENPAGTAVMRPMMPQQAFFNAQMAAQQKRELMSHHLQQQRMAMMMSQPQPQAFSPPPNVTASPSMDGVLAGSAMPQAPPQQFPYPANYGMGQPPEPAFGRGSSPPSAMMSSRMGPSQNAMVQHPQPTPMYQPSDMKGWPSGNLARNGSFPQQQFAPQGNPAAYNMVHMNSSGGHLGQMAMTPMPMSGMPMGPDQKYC
CRFR2-BP antag – blocks CRF-induced signaling of the CRF-BP/CRF-R2 complex | 350,000 tested, 0.59% active | AID 588475 | HEK293 CRF-R2/CRF-BP, CRF-induced calcium fluorescence | inhibition, % at 11.8 µM;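 active = inhibition of the ligand-induced calcium signal above about 50% at the single tested concentration, limit read from the data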
CHRM4 PAM – CHRM4 positive allosteric modulation; 360,000 tested, 0.4% active; AID 624126; activation, % at 3 µM; P08173; CHO-K1 hM4/Gqi5, Fluo-8 calcium fluorescence, ACh EC20; 0% = ACh EC20, 100% = maximal ACh;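 active = activation above its plate's cutoff, the mean activation of sample wells plus 3 SD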; note: some results filed as inactive read as strong as hits
IDE act – activators of human insulin-degrading enzyme in cells; AID 493087; HEK cells, FAbeta-B cleavage, fluorescence polarization; 0% vehicle, 100% cell-free pure enzyme wells; P14735; 340,000 tested, 0.073% active; activation, % at 5.96 µM;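 active = activation above the mean of all tested compounds plus 3 SD, set per screening campaign, cut at about 17% in these data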
MEKK3 PB1 HTS – MEKK3-MEK5 PB1 interaction, increase or decrease. Q99759. bead-based flow cytometry, Alexa488-MEK5 binding to MEKK3; actives lie on both sides; 0 = blocked by unlabeled MEK5, 100 = vehicle. binding response (% of control), % at 10 µM. 290,000 tested, 1.4% active. AID 1529;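 active = binding response more than 3 SD above or below the average of its plate-row segment, actives on both sides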;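 note: Alexa488 bead fluorescence after subtracting the streptavidin-only scavenger bead signal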
PHOSPHO1 inh – PHOSPHO1 (human) inhibition. inhibition, % at 13.3 µM. 290,000 tested, 1.1% active. AID 1565. recombinant PHOSPHO1, absorbance phosphatase assay; in the data active = inhibition above about 60%
CRFR2-BP ag – agonists of human CRF-binding protein/CRF-R2 receptor complex. HEK293 CRF-R2/CRF-BP, calcium dye fluorescence (FLIPR); percent of saturating CRF peptide response. activation, % at 13.2 µM. 350,000 tested, 0.46% active;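 active = activation of at least 50%, plus an integration ratio under a set limit after plate pattern correction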;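 note: plate controls were neutral control wells without compound for no effect and CRF at EC100 for full effect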
IDE cell inh – inhibits human insulin-degrading enzyme in HEK cells. P14735. FAbetaB cleavage, fluorescence polarization. inhibition, % at 5.59 µM. 320,000 tested, 0.41% active. AID 434962;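 active = percent inhibition above the average of all tested compounds plus 3 SD, set per screening campaign, cut at about 16% in these data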;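 note: IDE supplied by intact live HEK cells; FP after avidin binding of uncleaved biotin substrate so inhibition keeps polarization high; 0% = DMSO wells and 100% = 60 µM reference IDE inhibitor Ii1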
GalR3 antag – blocks the human galanin receptor 3 | 360,000 tested, 0.44% active | HEK293 GalR3-CNG cAMP membrane potential fluorescence; galR3 body fused to GalR1 C-terminus | AID 651719 | inhibition, % at 3 µM;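 active = inhibition above the screen-wide average plus 3 SD, cut at about 13% in these data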;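 note: forskolin and galanin both at EC90 stimulate the cells; cAMP rise reported by CNG channel membrane potential dye signal; 0% = forskolin plus galanin with DMSO and 100% = forskolin alone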
* hit, by the source's call.

COc1ccc(-c2noc(CCC(=O)N3CCC(C)CC3)n2)cc1 was read as pCIP destab 3, CRFR2-BP antag -8, CHRM4 PAM -2, IDE act 6, MEKK3 PB1 HTS 101, PHOSPHO1 inh 3, CRFR2-BP ag -1.4, IDE cell inh 3 and GalR3 antag -5.
Cn1c(=O)cc(SCC(=O)NCC2CCCO2)c2ccccc21 (stereo unspecified) was read as pCIP destab -10, CRFR2-BP antag -1, CHRM4 PAM -5, IDE act 6, MEKK3 PB1 HTS 90, PHOSPHO1 inh 26, CRFR2-BP ag 0.1, IDE cell inh 0 and GalR3 antag -2.
Screening CN(C(=O)c1cccc(NC(=O)Cc2ccc(NC(=O)C3CCCN(C(=O)C4CCCCC4)C3)cc2)c1)C1CCC1 (stereo unspecified) returned CRFR2-BP antag 7, CHRM4 PAM 8, IDE act 6, CRFR2-BP ag -1.4 and GalR3 antag -1.
For Cc1cccc(NC(=O)Oc2ccc(Cl)c3cccnc23)c1 the results were CRFR2-BP antag 33, CHRM4 PAM -4, CRFR2-BP ag 1.7 and GalR3 antag -2.
CCOc1ccccc1C1CC(=O)NC(SCC(=O)Nc2nccs2)=C1C#N (stereo unspecified) was read as pCIP destab -3, CRFR2-BP antag 3, CHRM4 PAM 3, IDE act 4, MEKK3 PB1 HTS 96, PHOSPHO1 inh 35, CRFR2-BP ag -0.2, IDE cell inh -2 and GalR3 antag 0.
Screening CC(C)(C)NC(=O)CSc1nc(Cc2ccccc2)nc2ccccc12 returned pCIP destab -20, CRFR2-BP antag 3, CHRM4 PAM -3, IDE act 8, MEKK3 PB1 HTS 98, PHOSPHO1 inh 39, CRFR2-BP ag -0.3, IDE cell inh -1 and GalR3 antag -2.
For CC(=O)c1ccc(NC(=O)c2sc3nc4n(c(=O)c3c2C)CCCCC4)cc1 the results were pCIP destab -16, CRFR2-BP antag -8, CHRM4 PAM 10, IDE act 5, MEKK3 PB1 HTS 97, PHOSPHO1 inh 41, CRFR2-BP ag 0.4, IDE cell inh -5 and GalR3 antag -3.
`CC(C)=CCN1CCN(Cc2cn(C(C)C)c3ccccc23)CC1CCO` (stereo unspecified) gave pCIP destab -6, CRFR2-BP antag -2, CHRM4 PAM -2, IDE act 3, MEKK3 PB1 HTS 108, PHOSPHO1 inh -11, CRFR2-BP ag 2.3, IDE cell inh -1 and GalR3 antag -10.
`O=C(NCCCCNC(=O)c1ccc(Br)s1)c1ccc(Br)s1` gave pCIP destab 3, CRFR2-BP antag 17, CHRM4 PAM 2, IDE act 3, MEKK3 PB1 HTS 100, PHOSPHO1 inh 4, CRFR2-BP ag -1.7, IDE cell inh 3 and GalR3 antag -3.
For CCOc1ccccc1NC1=C(Cl)C(=O)N(Cc2ccccc2)C1=O the results were pCIP destab 1, CRFR2-BP antag 9, CHRM4 PAM 0, IDE act 0, MEKK3 PB1 HTS 98, PHOSPHO1 inh 1, CRFR2-BP ag -1.5, IDE cell inh 4 and GalR3 antag -3.
For CC(=O)Nc1nc2ccccc2n1Cc1ccccc1 the results were pCIP destab -12, CRFR2-BP antag -1, CHRM4 PAM 8, IDE act 0, MEKK3 PB1 HTS 91, PHOSPHO1 inh 30, CRFR2-BP ag 0.4, IDE cell inh 2 and GalR3 antag -1.
Cc1cc(C(=O)NCc2cccs2)no1 was read as pCIP destab 4, CRFR2-BP antag -9, CHRM4 PAM 7, IDE act 2, MEKK3 PB1 HTS 98, PHOSPHO1 inh 0, CRFR2-BP ag 1.9, IDE cell inh 1 and GalR3 antag -2.
Clc1ccc(C=Cc2ccccn2)cc1 was read as CRFR2-BP antag 0, CHRM4 PAM 5, IDE act 3, CRFR2-BP ag 0.6 and GalR3 antag -5.
For O=C(NCC1CCCO1)C1CCCCN1S(=O)(=O)c1ccc(F)cc1 (stereo unspecified) the results were pCIP destab 33, CRFR2-BP antag 22, CHRM4 PAM 0, IDE act 3, MEKK3 PB1 HTS 96, PHOSPHO1 inh -6, CRFR2-BP ag -0.6, IDE cell inh 0 and GalR3 antag -4.
For CC1=C(C(=O)OCc2ccccc2)C(c2ccccc2OS(=O)(=O)c2ccccc2[N+](=O)[O-])NC(=O)N1CCCC(=O)O (stereo unspecified) the results were CRFR2-BP antag 7, MEKK3 PB1 HTS 101, CRFR2-BP ag -0.8, IDE cell inh -3 and GalR3 antag -1.
`Cc1ccc(C)c(-n2[nH]c3c4c(ccc3c2=O)C(=O)c2ccccc2C4=O)c1` gave pCIP destab 0, CRFR2-BP antag 13, CHRM4 PAM 10, IDE act 2, MEKK3 PB1 HTS 110, PHOSPHO1 inh -22, CRFR2-BP ag -3.3, IDE cell inh 1 and GalR3 antag -8.
`O=C(O)CC(c1ccccc1F)N1Cc2ccccc2C1=O` (stereo unspecified) gave pCIP destab 13, CRFR2-BP antag 16, CHRM4 PAM 1, IDE act -2, MEKK3 PB1 HTS 102, PHOSPHO1 inh 11, CRFR2-BP ag -2.7, IDE cell inh 3 and GalR3 antag -13.
`Cc1cccc(C)c1OCC(C)N` (stereo unspecified) gave pCIP destab -10, CRFR2-BP antag -25, CHRM4 PAM -4, IDE act -2, MEKK3 PB1 HTS 110, PHOSPHO1 inh -5, CRFR2-BP ag -0.3 and IDE cell inh 5.
Screening CCN(CC)CC#CC(C)OCOCC#CCOC (stereo unspecified) returned pCIP destab -13, CRFR2-BP antag 9, CHRM4 PAM 0, IDE act -3, MEKK3 PB1 HTS 107, PHOSPHO1 inh 1, CRFR2-BP ag 2.1, IDE cell inh 6 and GalR3 antag -2.
Screening CC(C)(C)c1ccc(N/N=C(\C#N)S(=O)(=O)C(C)(C)C)cc1 returned pCIP destab 8, CRFR2-BP antag 12, CHRM4 PAM -4, IDE act 1, MEKK3 PB1 HTS 103, PHOSPHO1 inh -4, CRFR2-BP ag 28, IDE cell inh -4 and GalR3 antag -4.
`O=C(N/N=C/c1cccs1)c1[nH]ncc1Br` gave pCIP destab -5, CRFR2-BP antag 21, CHRM4 PAM -1, IDE act -2, MEKK3 PB1 HTS 100, PHOSPHO1 inh 28, CRFR2-BP ag -0.9 and GalR3 antag -2.
Cc1nc2ccccc2c(=O)n1NC(=O)c1c(O)c2c(n(CC(C)C)c1=O)CCCC2 was read as pCIP destab -9, CRFR2-BP antag 30, CHRM4 PAM 0, IDE act 7, MEKK3 PB1 HTS 101, PHOSPHO1 inh -26, CRFR2-BP ag -0.1, IDE cell inh -1 and GalR3 antag -6.
Screening CCC(Cc1ccccc1)NC(=O)CN(C)S(=O)(=O)c1ccc2c(c1)c(=O)n(C)c(=O)n2C (stereo unspecified) returned pCIP destab -6, CRFR2-BP antag -2, CHRM4 PAM -1, IDE act 3, MEKK3 PB1 HTS 109, PHOSPHO1 inh -9, CRFR2-BP ag 2.0, IDE cell inh -1 and GalR3 antag -1.
CC(=O)Nc1sc(-c2ccc(Cl)cc2)nc1-c1ccccc1 was read as pCIP destab 4, CRFR2-BP antag 4, CHRM4 PAM -3, IDE act 6, MEKK3 PB1 HTS 118, PHOSPHO1 inh 18, CRFR2-BP ag -1.7, IDE cell inh -4 and GalR3 antag -2.

2 entries picked at random from those above, as already listed:
`Cc1cccc(C)c1OCC(C)N` (stereo unspecified) gave pCIP destab -10, CRFR2-BP antag -25, CHRM4 PAM -4, IDE act -2, MEKK3 PB1 HTS 110, PHOSPHO1 inh -5, CRFR2-BP ag -0.3 and IDE cell inh 5.
Screening CC(C)(C)c1ccc(N/N=C(\C#N)S(=O)(=O)C(C)(C)C)cc1 returned pCIP destab 8, CRFR2-BP antag 12, CHRM4 PAM -4, IDE act 1, MEKK3 PB1 HTS 103, PHOSPHO1 inh -4, CRFR2-BP ag 28, IDE cell inh -4 and GalR3 antag -4.

Following part:
For Cc1ccnc(NC(=O)c2ccc(COc3c(F)c(F)cc(F)c3F)o2)c1 the results were pCIP destab -16, CRFR2-BP antag 19, CHRM4 PAM -1, IDE act 0, MEKK3 PB1 HTS 106, PHOSPHO1 inh 14, CRFR2-BP ag -2.3, IDE cell inh 8 and GalR3 antag -8.
Screening COc1ccc(S(=O)(=O)NCCCCNS(=O)(=O)c2ccc(OC)cc2)cc1 returned pCIP destab 7, CRFR2-BP antag -11, CHRM4 PAM 3, IDE act 7, MEKK3 PB1 HTS 109, PHOSPHO1 inh 12, CRFR2-BP ag -0.5, IDE cell inh 0 and GalR3 antag -3.
COC(=O)c1ccc(OC(=O)C2CC(=O)N(c3ccc(C)cc3C)C2)cc1 (stereo unspecified) was read as pCIP destab -7, CRFR2-BP antag -20, CHRM4 PAM 7, IDE act 4, MEKK3 PB1 HTS 103, PHOSPHO1 inh 4, CRFR2-BP ag 1.1, IDE cell inh -3 and GalR3 antag -3.
Screening Cc1c(C(=O)N2CCCCC2)nn(-c2ccc(Cl)cc2)c(=O)c1C#N returned pCIP destab -6, CRFR2-BP antag 0, CHRM4 PAM 18, IDE act -2, MEKK3 PB1 HTS 91, PHOSPHO1 inh 9, CRFR2-BP ag 1.6, IDE cell inh 6 and GalR3 antag -2.
Screening CC(NC(=O)COc1ccccc1-c1ccccc1)c1ccccc1 (stereo unspecified) returned pCIP destab 1, CRFR2-BP antag 3, CHRM4 PAM -14, IDE act 3, MEKK3 PB1 HTS 102, PHOSPHO1 inh -12, CRFR2-BP ag -0.9, IDE cell inh -5 and GalR3 antag -6.
For O=c1/c(=C\c2ccc3c(c2)OCO3)sc2n1CCCN=2 the results were pCIP destab 5, CRFR2-BP antag 13, CHRM4 PAM 0, IDE act 6, MEKK3 PB1 HTS 100, PHOSPHO1 inh -8, CRFR2-BP ag -1.0, IDE cell inh 4 and GalR3 antag 0.
`Cc1ccc(NC(=S)N(CCN(C)C)Cc2cccs2)cc1C` gave pCIP destab 3, CRFR2-BP antag -13, CHRM4 PAM 4, IDE act 2, MEKK3 PB1 HTS 101, PHOSPHO1 inh 28, CRFR2-BP ag -0.5, IDE cell inh 1 and GalR3 antag -2.
CCC(=O)Nc1ccc2c(c1)C(=O)N(C)C2=O was read as pCIP destab -2, CRFR2-BP antag 9, CHRM4 PAM 4, IDE act 2, MEKK3 PB1 HTS 88, PHOSPHO1 inh 5, CRFR2-BP ag -1.7, IDE cell inh 2 and GalR3 antag -3.
O=C(CSc1ccc(Br)cc1)NCC(c1cccs1)N1CCOCC1 (stereo unspecified) was read as CRFR2-BP antag 2, CHRM4 PAM -4, IDE act 3, CRFR2-BP ag -0.5, IDE cell inh 1 and GalR3 antag -4.
For CC(=O)N1CCN(C(=O)c2ccc(OC3CCN(Cc4ccccn4)CC3)cc2)CC1 the results were pCIP destab -15, CRFR2-BP antag 16, CHRM4 PAM 14, IDE act -3, MEKK3 PB1 HTS 104, PHOSPHO1 inh 52, CRFR2-BP ag 11, IDE cell inh 6 and GalR3 antag 0.
Screening O=C(CSc1nnc(CNC(=O)C23CC4CC(CC(C4)C2)C3)n1-c1ccccc1)Nc1ccc(F)cc1 returned pCIP destab 5, CRFR2-BP antag -16, CHRM4 PAM 4, IDE act 4, MEKK3 PB1 HTS 108, PHOSPHO1 inh -12, CRFR2-BP ag 1.6, IDE cell inh -5 and GalR3 antag -2.
For N#CC1=C(N)Oc2c(ccc3ccccc23)C1c1ccsc1 (stereo unspecified) the results were pCIP destab -5, CRFR2-BP antag 19, CHRM4 PAM 1, IDE act 4, PHOSPHO1 inh 3, CRFR2-BP ag -4.4, IDE cell inh 2 and GalR3 antag -5.
Screening Cc1ccccc1-c1cccc([C@@H]2C[C@H]3[C@H](CON3C)CN2C(=O)CCc2ccccc2)c1 returned CRFR2-BP antag 1, CHRM4 PAM 0, IDE act 3, CRFR2-BP ag -0.1 and GalR3 antag -4.

Hits appear at their usual frequency. About 4.2% of those tested had a hit in this group.
